Bioassay records deposited in PubChem by The Scripps Research Institute Molecular Screening Center.
OXTR potentiate: potentiates the human oxytocin receptor response; 320,000 tested, 0.061% active; activation, % at 3 µM; P30559; CHO-OTR cells, Fluo-8 calcium fluorescence, potentiator mode; 0% = oxytocin EC15, 100% = EC100; AID 2445;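 active = activation above that plate's cutoff, the mean activation of tested compounds plus 3 SD, cut at about 6.6% in these data, passing the limit was not always enough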;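 also: 100% uses oxytocin at 75 nM as the full agonist control; some results filed as inactive read as strong as hits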
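Assay system: CHO cell line stably expressing human OTR | Also added: Oxytocin at about EC15, sub-maximal agonist stimulus | Times: Compound 6 min at room temperature before oxytocin, 100 s read | Measured by: Fluo-8 intracellular calcium fluorescence, ex 470-495, em 515-575 nm | Controls: EC15 oxytocin alone as 0%, 75 nM oxytocin as 100%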
M1 PAM parental: M1 PAM counterscreen hit in parental CHO-K1 cells. ATP EC20, Fluo-8 calcium fluorescence; 0% at ATP EC20, 100% at ATP max. activation, % at 3 µM. 360,000 tested, 0.02% active. AID 602247;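 active = activation above the run cutoff, the mean activation of all test compounds plus 3 SD, cut at about 40% in these data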;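 also: peak over basal fluorescence ratio in a 140 s read after ATP addition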
CHO parental Ca: counter-screen: ATP calcium response change in parental CHO cells. inhibition, % at 5.6 µM. 330,000 tested, 0.63% active. parental CHO-K1, ATP-induced calcium, Fluo-8 fluorescence;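 active = inhibition above that plate's mean sample inhibition plus 3 SD, cut at about 26% in these data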;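 also: 0% = ATP-challenged DMSO wells and 100% = DMSO wells without ATP; some compounds past the cut are filed as inactive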
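Assay system – parental CHO cells · Reagent – ATP stimulus · Detection – intracellular calcium via Fluo-8 no-wash fluorescent dye · Evaluation – percent inhibition of ATP-evoked calcium rise, normalized to controls · Controls – ATP wells versus no-ATP DMSO wells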
V1aR counter: V1a receptor agonism, counter-screen for OXTR agonists. P37288. CHO-V1R cells, Fluo-8 calcium fluorescence, agonist mode; 0% DMSO, 100% 3 nM vasopressin. activation, % at 3 µM. 320,000 tested, 0.25% active. AID 2797;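 active = activation above the mean activation of all tested compounds plus 3 SD, per screening run, cut at about 20% in these data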;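 also: signal is peak over basal fluorescence ratio across a 100 second FLIPR read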
Target sequence (P37288 whole entry, looked up): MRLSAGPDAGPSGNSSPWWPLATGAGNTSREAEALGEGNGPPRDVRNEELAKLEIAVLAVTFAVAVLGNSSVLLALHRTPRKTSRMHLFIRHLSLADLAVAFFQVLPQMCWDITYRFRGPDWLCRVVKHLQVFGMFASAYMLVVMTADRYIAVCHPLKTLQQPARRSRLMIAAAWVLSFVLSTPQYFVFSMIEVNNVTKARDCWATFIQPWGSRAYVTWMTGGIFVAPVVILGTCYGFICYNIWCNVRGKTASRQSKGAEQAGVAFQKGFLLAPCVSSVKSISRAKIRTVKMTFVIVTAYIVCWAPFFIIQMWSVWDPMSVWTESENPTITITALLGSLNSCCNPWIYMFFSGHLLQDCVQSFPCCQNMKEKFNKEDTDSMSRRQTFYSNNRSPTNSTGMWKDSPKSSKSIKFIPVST
M1 ag: human M1 muscarinic receptor agonism. CHO-K1 hM1, Fluo-8 calcium fluorescence, agonist mode; 0% DMSO, 100% acetylcholine EC100. AID 588814. 360,000 tested, 0.33% active. P11229. activation, % at 3 µM;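 active = activation above the run's mean compound activation plus 3 SD, cut at about 16% in these data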;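 also: peak over basal fluorescence ratio within a 140 s kinetic read after compound addition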
Target sequence (P11229 whole entry, looked up): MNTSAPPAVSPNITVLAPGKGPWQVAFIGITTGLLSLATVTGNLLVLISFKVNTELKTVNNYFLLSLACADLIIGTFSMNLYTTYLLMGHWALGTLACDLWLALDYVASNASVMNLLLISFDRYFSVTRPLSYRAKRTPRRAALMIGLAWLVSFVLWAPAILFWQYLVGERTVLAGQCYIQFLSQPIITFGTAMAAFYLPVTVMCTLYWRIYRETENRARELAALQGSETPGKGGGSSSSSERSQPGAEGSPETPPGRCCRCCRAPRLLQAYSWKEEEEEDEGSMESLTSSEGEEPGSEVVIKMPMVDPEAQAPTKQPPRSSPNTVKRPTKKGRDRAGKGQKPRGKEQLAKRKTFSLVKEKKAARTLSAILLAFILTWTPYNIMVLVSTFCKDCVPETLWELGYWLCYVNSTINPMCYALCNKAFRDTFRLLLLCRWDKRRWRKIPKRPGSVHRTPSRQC
TAAR1 agonist: human TAAR1 agonism. Q96RJ0. CHO RD-HGA16 TAAR1, Fluo-8 calcium fluorescence; vehicle wells 0%, saturating PEA agonist 100%. activation, % at 3 µM. 360,000 tested, 0.99% active;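 active = activation above the mean activation of all test compounds in the run plus 3 SD, cut at about 38% in these data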
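Test system: RD-HGA16 (CHO) cells co-expressing Gα16 and hTAAR1 / Benchmarks: DMSO vehicle as 0%, PEA at EC100 as 100% / Repeats: no replicates (n 1) / Measure: % activation from peak over basal fluorescence ratio, DMSO-to-PEA scaled / Timing: 17-24 h plating, Fluo-8 75 min 37 °C, 30 min RT / Technique: kinetic Fluo-8 calcium fluorescence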
CHO-K1 Ca antag: nonselective inhibitor or artifact in parental CHO-K1 cells; AID 602250; inhibition, % at 3 µM; ATP-induced calcium, Fluo-8 fluorescence; 360,000 tested, 0.6% active;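 active = inhibition above a per-plate cutoff, the plate's mean sample inhibition plus 3 SD, cut at about 24% in these data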;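 also: 0% = DMSO plus EC80 ATP and 100% = DMSO alone without ATP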
TAAR1 antagonist: human TAAR1 antagonism; CHO RD-HGA16 TAAR1, Fluo-8 calcium fluorescence, antagonist; inhibition, % at 3 µM; AID 624466; 360,000 tested, 1.5% active; Q96RJ0;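 active = inhibition above a per-plate cutoff, the mean inhibition of test compounds on that plate plus 3 SD, cut at about 49% in these data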;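 also: 0% = DMSO plus EC80 beta-PEA response and 100% = DMSO alone without agonist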
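Test system: hTAAR1-expressing CHO RD-HGA16 cells, Gα16-coupled; Probe or stimulus: EC80 β-phenethylamine stimulus; Compound dosing: single nominal final test compound concentration of 3 µM; Timing: 140 s kinetic read after compound, 140 s after agonist; Signal: Fluo-8 calcium-sensitive fluorescence; Measure: % inhibition of agonist calcium response; Controls: DMSO and EC80 PEA controls.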
M1 ag parental: nonselective activator or artifact in parental CHO-K1 cells; Fluo-8 calcium fluorescence; scaled to maximal ATP response, vehicle zero; activation, % at 3 µM; 360,000 tested, 0.48% active; AID 602248; in the data active = activation above about 15%;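 also: untransfected CHO-K1 host cells lacking M1 receptor as counterscreen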
The depositor's hits bear a star; · = not tested or not shown.

A first look:
SMILES	OXTR potentiate	M1 PAM parental	CHO parental Ca	V1aR counter	M1 ag	TAAR1 agonist	CHO-K1 Ca antag	TAAR1 antagonist	M1 ag parental
O=C1NC(=Nc2ccccc2)SC1Cc1ccccc1 (configuration not stated)	2	16	-15	-0.6	-7	4	-2	10	4.7
COC(=O)Cn1cc(C(=O)OC)c2ccccc21	-3	17	-11	0.1	-4	4	-9	-9	0.0

Results (from the top)
SMILES	OXTR potentiate	M1 PAM parental	CHO parental Ca	V1aR counter	M1 ag	TAAR1 agonist	CHO-K1 Ca antag	TAAR1 antagonist	M1 ag parental
O=C1NC(=Nc2ccccc2)SC1Cc1ccccc1 (configuration not stated)	2	16	-15	-0.6	-7	4	-2	10	4.7
COC(=O)Cn1cc(C(=O)OC)c2ccccc21	-3	17	-11	0.1	-4	4	-9	-9	0.0
Cc1c([N+](=O)[O-])cc(C(=O)Nc2ccc(NC(=O)c3ccco3)cc2)cc1[N+](=O)[O-]	-6	0	-11	4.4	1	36	-13	37	0.4
CSc1nncn1/N=C/c1ccc([N+](=O)[O-])cc1	4	12	-5	-0.7	-8	15	-18	-10	10
Cc1ccc(OCCNC(=O)CNC(=O)c2ccc(C)cc2)cc1	0	-9	-10	-1.2	-3	-2	-8	-1	-0.5
Cc1noc(NS(=O)(=O)c2ccc(NC(=O)CS(=O)(=O)c3ccccc3)cc2)c1C	-11	17	-11	0.4	0	0	-13	-5	0.2
C#CCNC(=O)C1=C[C@@H](c2cn(C(C)=O)c3ccccc23)C[C@@H](OCc2ccc(CO)cc2)O1	-15	17	-22	5.8	1	23	-16	48	5.9
Cc1cccc(-c2noc(Cc3ccc(Cl)cc3)n2)c1	-9	17	-12	-0.5	-4	6	-6	-20	0.5
COCCCNCCOc1ccccc1-c1ccccc1	-6	-6	-10	2.1	-10	5	-2	-10	1.1
C[C@H](CO)N1C[C@H](C)[C@H](CN(C)C(=O)OCc2ccccc2)OCc2cnnn2CCCC1=O	·	12	·	·	0	2	-6	9	0.4
CCCCC(=O)NC(c1cccc([N+](=O)[O-])c1)c1c(OC(C)=O)ccc2ccccc12 (configuration not stated)	-6	14	-23	-0.7	-2	-2	1	20	0.2
COc1ccc(OC)c(S(=O)(=O)N(C)CC(=O)Nc2ccc3c(c2)OCO3)c1	-8	5	-15	3.2	-1	1	-3	-4	1.8
Cc1ccc(C)c(CS(=O)(=O)c2cn(CC(=O)N3CCCCC3)c3ccccc23)c1	-11	16	-19	3.6	-5	0	1	-11	14
CC(C)NC(=O)CSc1nc(-c2cccs2)cc(-c2ccccc2)c1C#N	-7	20	-21	0.0	2	6	-6	-7	0.3
CCc1nnc(NC(=O)CC(=O)Nc2ccccc2C(=O)O)s1	-2	11	-12	0.3	1	·	3	·	-0.6
CCOC(=O)C1=C(CC)OC(N)=C(C#N)C1c1ccc(NC(C)=O)cc1 (configuration not stated)	1	5	-9	0.2	-5	0	6	-2	-0.4
CC(C)C1Nc2ccc(C(=O)NC3CCCCC3)cc2NC1=O (configuration not stated)	0	5	-3	1.0	-3	·	-15	·	0.6
Cc1ccc(S(=O)(=O)N(C)Cc2cc3ccccc3[nH]c2=O)cc1	-16	19	-25	2.2	-2	14	-11	7	1.6
CCC(Oc1ccccc1)C(=O)Nc1ccccn1 (configuration not stated)	-13	-6	3	-1.2	-2	6	12	-6	5.2
CC1(C)CC2(CCO1)C(Nc1ccccc1)=NC(=S)N2c1ccccc1 (configuration not stated)	-1	·	-7	0.2	·	2	·	-5	·
CC(C)[C@H](NC(N)=O)C(=O)Nc1ccc(OCc2ccccc2)cc1	-8	15	9	0.8	-2	1	-9	2	2.4
COc1ccc(NC(=O)CCC(=O)N/N=C/c2ccc([N+](=O)[O-])s2)cc1	-8	4	-3	1.1	-7	10	0	18	2.6
CN1CCN(CP(=O)(N2CCOCC2)N2CCOCC2)CC1	-16	12	-11	0.4	-2	2	-4	-5	0.5
Cc1ccc(CNc2nc(N)c([N+](=O)[O-])c(Nc3ccc(F)cc3)n2)cc1	-4	6	-11	1.5	0	11	-3	-3	-0.1
Cc1nnc(NC(=O)c2ccc3c(c2)C(=O)N(CC2CCCO2)C3=O)s1 (configuration not stated)	2	-4	-9	1.1	-5	0	-1	-10	0.1
CC1(C(=O)Nc2ccc(Cl)c(Cl)c2)CCN1Cc1ccccc1OC(F)F (configuration not stated)	·	13	·	·	-6	0	-7	0	-0.4
Cc1cc(=O)cc(C)n1-c1ccc(Br)cc1	-6	10	3	1.5	-7	2	4	12	0.0
CC(=O)c1cccc(NCC(=O)c2ccc(C)c([N+](=O)[O-])c2)c1	-8	-1	-17	0.7	-4	2	-13	-10	0.4
COc1ccccc1NC(=O)COc1ccc(-c2nn(C)c(=O)c3ccccc23)cc1	-10	-3	-16	6.7	1	4	-19	40	4.2
O=C(CSc1nnc(Cc2ccccc2)o1)Nc1ccc(N2CCOCC2)cc1	6	-23	-11	1.7	-1	3	-5	-10	0.3
O=C(O)c1cccc(-n2c(/C=C/c3cccc([N+](=O)[O-])c3)nc3ccccc3c2=O)c1	1	9	-10	0.4	1	6	0	-15	-0.4
COc1ccc(NC(=O)COC(=O)CN2C(=O)C3CCCCC3C2=O)cc1 (configuration not stated)	·	-6	·	·	1	3	14	-26	3.5
CCNC(=O)C1(C)CCN1CCC(=O)c1ccc(Br)cc1 (configuration not stated)	·	20	·	·	-3	0	-11	6	1.5
O=[N+]([O-])c1cc2c(cc1CN1CCN(c3ccccc3F)CC1)OCO2	·	-12	·	·	-4	-2	3	9	-0.5
COCCn1c(SCC(=O)N2CC(=O)Nc3ccccc32)nc2ccccc21	2	13	-10	-0.5	-13	1	-5	-18	-0.1
CCCCc1ccc(NC(=O)CSc2nc(=O)n(CCCN3CCOCC3)c3c2CCC3)cc1	-5	0	-18	0.5	-6	2	5	-22	0.1
Cc1nc2ccccn2c1C(=O)NNC(=S)Nc1ccc(Cl)cc1	-2	18	-10	3.1	-6	2	0	-2	3.3
O=C(Nc1cccc([N+](=O)[O-])c1)c1cccc(C(=O)Nc2cccc([N+](=O)[O-])c2)c1	-8	-4	13	3.0	0	12	-14	8	1.5
O=c1c(C=Nc2cccc(C(F)(F)F)c2)c[nH]n1-c1cccc(Cl)n1	-13	13	-5	0.6	-1	0	-12	13	0.1
C#CCOCCOCCOCCNc1nc(N2CCN(C(=O)[C@H](Cc3ccc(O)cc3)n3cc([C@@H](N)C(C)CC)nn3)CC2)nc(N2CCN(C(=O)[C@H](Cc3cc4ccccc4[nH]3)n3cc([C@@H](N)CC(C)C)nn3)CC2)n1 (some centres not stated)	1	·	-1	0.2	·	3	·	2	·
O=C(Cn1cnc2cc([N+](=O)[O-])ccc2c1=O)Nc1ccc(Br)cc1	-1	12	-10	0.6	2	2	-17	8	0.4
COc1cc(C(=O)Nc2sc3c(c2C(=O)O)CCC3)cc(OC)c1OC	-15	-21	13	0.2	-3	-1	5	15	0.6
COc1cc(NC(=O)Cn2nnc(-c3ccncc3)n2)cc(OC)c1	-7	20	-2	1.9	0	2	-26	-6	2.4
C=CCN1C(=O)CS/C1=C(\C#N)S(=O)(=O)c1ccc(C)cc1	-9	14	-2	5.3	-2	11	-6	8	0.8
CCCCCOc1ccc(Br)cc1CSC(=N)N	·	3	·	·	-1	93*	24*	93*	6.4
Cc1cccc(NC(=O)NCc2ccc3c(c2)cc(C)n3C)c1	-7	-5	3	-0.2	-7	2	13	7	2.1
CN(CCc1cn[nH]c1)Cc1nc(Cc2ccccc2)no1	-20	-8	-10	0.4	-1	2	12	-5	3.1
COC(=O)c1cc(CNC(=O)CC(C)c2ccccc2)ccc1OC (configuration not stated)	-10	5	-15	0.1	-4	0	-1	-13	0.6
CCOc1ccc2nc(SC3CC(=O)N(c4cccc(OC)c4)C3=O)sc2c1 (configuration not stated)	-7	17	-21	1.4	-5	1	7	35	2.0
O=C(CN1CCN(Cc2ccccc2)CC1)NCc1ccccc1Cl	2	9	-7	0.5	-12	2	-7	-8	1.0
Cc1ccsc1C(=O)Nc1ccccc1N1CCCC1	3	4	-20	-1.4	-6	-2	-4	-2	0.2
C=CCOc1cccc(NC(=O)c2ccccc2SC)c1	-7	8	-10	-1.5	-9	7	-7	-19	0.7
CCOC(=O)c1cc(-c2ccc(/C=N\n3cnnc3)o2)ccc1Cl	-15	9	-8	-1.0	-3	3	0	-4	1.7
O=C(CCC(=O)Nc1nnc(C2CCCCC2)s1)Nc1ccc(F)cc1	-3	-8	-23	3.4	4	1	19	7	3.1
CC1CCN(c2ccc(NC(=S)NC(=O)c3ccc(-c4cccc([N+](=O)[O-])c4)o3)cc2)CC1	-7	-5	-9	-0.1	1	21	5	-8	0.0
C[n+]1ccccc1C1CCCC/C1=N\NC(N)=S (configuration not stated)	-9	13	-14	0.2	-5	9	-8	-8	0.0
CCOC(=O)c1c(-c2ccccc2)csc1/N=C/C1C(=O)CCCC1=O	-4	21	-15	3.0	-5	6	-4	10	3.6
CCOc1ccc(CCNC(=O)C2CC(=O)N(Cc3ccc(C)cc3)C2)cc1OCC (configuration not stated)	1	8	-22	-1.0	0	0	10	-7	-0.6
CCOc1ccc(-n2c(-c3ccc(Cl)cc3)c[n+]3c2SCC3)cc1	-3	18	10	-0.2	-7	4	-16	5	0.6
CCN(CC(=O)Nc1ccc([N+](=O)[O-])cc1OC)CC(=O)NC(C)(C)C	-6	24	-21	-0.7	-6	-1	-14	-7	0.5
Next results.
SMILES	OXTR potentiate	M1 PAM parental	CHO parental Ca	V1aR counter	M1 ag	TAAR1 agonist	CHO-K1 Ca antag	TAAR1 antagonist	M1 ag parental
Cc1cccc(CS(=O)(=O)c2ncc(Cl)c(C(=O)Nc3c(C)cccc3C)n2)c1	-10	-26	23	1.6	-1	1	10	6	0.9
O=C(CSc1cn(CCNC(=O)c2ccccc2)c2ccccc12)NCC1CCCO1 (configuration not stated)	-8	-23	-22	1.6	1	5	12	0	2.8
COc1cccc(N2CCN(C(=O)CNC(=O)c3sc4ccccc4c3Cl)CC2)c1	-3	-11	-8	0.1	-2	0	11	-5	3.1
O=C(Nc1nc2ccccc2s1)c1ccc(F)cc1	-6	-12	-19	-1.3	-1	12	-3	2	0.3
O=C(CSc1nnc(-c2cccs2)n1-c1ccccc1)c1ccc2c(c1)OCCO2	-9	11	-17	0.2	-1	3	-7	4	0.6
